Screening data (PubChem BioAssay)
PAFAH2 FP inh – PAFAH2 (human) inhibition. recombinant PAFAH2, FP-rhodamine activity probe, fluorescence polarization. 0.99% of 340,000 active. Q99487. inhibition, % at 3.39 µM. AID 492956;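 active means inhibition above the mean over all tested compounds plus 3 SD, cut at about 30% in these data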;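 further: inhibitors block probe labeling of enzyme so polarization drops; 0% = enzyme with DMSO and 100% = wells lacking PAFAH2 protein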
PME-1 inh – blocks human protein phosphatase methylesterase 1. Q9Y570. recombinant PME-1, FP-Rh probe fluorescence polarization. inhibition, % at 5.9 µM. 0.53% of 320,000 active;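 active means inhibition above the campaign mean of all compounds plus 3 SD, cut at about 26% in these data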;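 further: competitive labeling of PME-1 active site by serine hydrolase directed probe; 0% = PME-1 with DMSO and 100% = wells lacking PME-1 enzyme; inhibitors block probe labeling so polarization falls and inhibition rises; many of its hits are not listed in these tables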
Target sequence (Q9Y570 whole entry, looked up): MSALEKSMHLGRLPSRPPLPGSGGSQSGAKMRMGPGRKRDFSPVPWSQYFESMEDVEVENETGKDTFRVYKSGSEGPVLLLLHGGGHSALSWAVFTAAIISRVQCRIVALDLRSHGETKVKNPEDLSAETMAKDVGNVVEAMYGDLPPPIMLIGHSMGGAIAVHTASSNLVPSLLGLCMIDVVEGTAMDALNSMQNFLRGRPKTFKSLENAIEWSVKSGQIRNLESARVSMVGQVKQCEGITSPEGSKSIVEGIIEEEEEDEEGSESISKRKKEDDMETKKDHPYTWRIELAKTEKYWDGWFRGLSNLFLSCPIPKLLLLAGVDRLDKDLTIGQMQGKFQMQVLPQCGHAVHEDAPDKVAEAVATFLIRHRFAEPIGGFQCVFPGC
LYPLA1 inh – counter-screen for PME1 inhibitors: inhibitors of human LYPLA1; inhibition, % at 5.9 µM; 0.16% of 320,000 active; recombinant LYPLA1, FP-Rh probe fluorescence polarization; O75608; AID 2174;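 active means inhibition above the mean of all tested compounds plus 3 SD, set per campaign, cut at about 14% in these data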;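 further: inhibitors block serine hydrolase probe labeling of LYPLA1 so polarization falls; 0% = enzyme with DMSO and 100% = wells lacking LYPLA1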
Target sequence (O75608 whole entry, looked up): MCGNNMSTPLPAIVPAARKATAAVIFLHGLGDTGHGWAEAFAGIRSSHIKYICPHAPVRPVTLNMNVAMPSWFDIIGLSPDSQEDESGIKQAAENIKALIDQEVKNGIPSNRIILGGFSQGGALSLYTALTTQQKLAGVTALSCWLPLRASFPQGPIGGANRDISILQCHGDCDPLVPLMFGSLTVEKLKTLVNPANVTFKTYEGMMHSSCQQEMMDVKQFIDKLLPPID
PAD4 inh – blocks human protein arginine deiminase 4; inhibition, % at 6.36 µM; Q9UM07; AID 485272; 0.41% of 330,000 active; recombinant PAD4, RCA probe fluorescence polarization;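 active means percent inhibition above a cutoff equal to the mean of all tested compounds plus 3 SD, cut at about 15% in these data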;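 further: 0% = PAD4 with RCA probe and DMSO and 100% = probe without PAD4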
GSTO1 counter – GSTO1 inhibition, counter-screen for RBBP9 inhibitors; recombinant GSTO1, activity-based probe fluorescence polarization; inhibition, % at 5.96 µM; 1.1% of 300,000 active;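 active means inhibition above the campaign mean inhibition plus 3 SD, cut at about 35% in these data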;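 further: 0% = GSTO1-1 with DMSO and 100% = wells lacking GSTO1-1 enzyme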
Target sequence (P78417 whole entry, looked up): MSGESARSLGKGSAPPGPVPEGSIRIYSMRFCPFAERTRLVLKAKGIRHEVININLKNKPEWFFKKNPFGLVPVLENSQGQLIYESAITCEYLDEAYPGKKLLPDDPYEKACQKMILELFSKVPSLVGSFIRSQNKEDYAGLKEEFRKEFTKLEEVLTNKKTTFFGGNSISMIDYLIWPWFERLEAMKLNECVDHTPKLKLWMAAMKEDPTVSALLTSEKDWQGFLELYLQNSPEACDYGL
pPAFAH inh – pPAFAH (human) enzyme inhibition; Q13093; recombinant pPAFAH, FP-rhodamine probe fluorescence polarization; inhibition, % at 3.39 µM; 1.5% of 330,000 active; AID 463082;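 active means inhibition above the mean inhibition across the screen plus 3 SD, cut at about 25% in these data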;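 further: inhibitors block binding of the rhodamine activity-based probe so polarization drops; 0% = enzyme with DMSO and 100% = wells lacking pPAFAH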
PAFAH1B2 inh – inhibitors of human PAFAH1B2; inhibition, % at 3.39 µM; 1.2% of 340,000 active; recombinant PAFAH1B2, FP-rhodamine activity probe, fluorescence polarization;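 active means inhibition above the mean of all tested compounds plus 3 SD, cut at about 24% in these data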;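 further: 0% = enzyme with DMSO and 100% = wells lacking PAFAH1B2; many of its hits are not listed in these tables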
Fam108B counter – counter-screen for RBBP9 inhibitors: inhibitors of mouse Fam108B; recombinant Fam108B, FP-Rh probe fluorescence polarization; inhibition, % at 9.51 µM; 0.33% of 300,000 active;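 active means inhibition above the screen mean inhibition plus 3 SD, computed separately per campaign, cut at about 18% in these data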;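 further: inhibitors lower polarization as less probe binds the enzyme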
PAFAH1B3 inh – PAFAH1B3 (human) inhibition; recombinant PAFAH1B3, FP-rhodamine probe, fluorescence polarization; inhibition, % at 3.39 µM; 0.28% of 340,000 active;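 active means inhibition above the screen-wide average of all tested compounds plus 3 SD, cut at about 25% in these data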;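 further: 0% = enzyme with DMSO only and 100% = wells lacking PAFAH1B3 protein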
An asterisk follows results filed as active; / = not tested or not shown; & = joins results of further samples. The list is partial, so the mix of outcomes need not match the whole.

mol	PAFAH2 FP inh	PME-1 inh	LYPLA1 inh	PAD4 inh	GSTO1 counter	pPAFAH inh	PAFAH1B2 inh	Fam108B counter	PAFAH1B3 inh
COc1ccccc1N1CCNCC1	7	1	-5	1	5	5	0	2	12
O=c1[nH]c(N2CCN(Cc3ccc4c(c3)OCO4)CC2)nc2c1CCC2	-9	-1	1	-9	2	4	0	0	0
COc1cc(/C=N/NC(=O)Cn2c([N+](=O)[O-])cnc2C)ccc1OC(=O)N(C)C	-1	0	1	-1	6	0	-1	-1	5
Cc1ccc(-n2c(O)c(C=NCc3ccco3)c(=O)[nH]c2=S)cc1C	-8	-2	-4	0	-7	8	1	-1	2
CC(c1ccccc1)[n+]1ccccc1 (stereo unspecified)	7	0	0	-5	0	-3	4	0	12
CC(C)N(CCC(C(N)=O)(c1ccccc1)c1ccccn1)C(C)C (stereo unspecified)	3&-13	0	0	3&0	-1	-3&2	-3&2	-2	8&-2
CN1C(=O)/C(=C/C=C/c2ccco2)C(=O)NC1=S	-29	-20	-9	-13	17	14	-22	-1	-26
O=c1c2ccccc2[nH]c(=S)n1-c1ccc2c(c1)OCO2	6	-2	-2	-1	-2	3	3	-2	5
O=C1NC(=O)N(Cc2ccccc2)C(=O)/C1=C\C=C\c1ccco1	22	-17	-7	-12	11	20	3	2	3
CN1C(=O)N(C)C(=O)C2(Sc3ccccc3C2=O)C1=O	1	-2	-4	8	6	0	2	2	4
CC1(C)CN2C(c3ccc(Cl)cc3)N2C1 (stereo unspecified)	4	-3	1	2	1	-4	3	1	2
CS(=O)(=O)NNP(=O)(NNS(C)(=O)=O)NC(=O)c1ccccc1	2	-5	3	-8	-11	2	-5	-3	0
COc1ccc(CN2CCCCC2c2cccnc2)cc1C (stereo unspecified)	5	1	-4	-8	-2	-2	-1	1	14
CCCC12CN3CCN(CC(C3)/C1=N\NC(=O)c1ccncc1)C2	7	-2	3	-3	-5	1	4	-2	9
CN1CCN(c2ccc([N+](=O)[O-])c(SCCO)c2)CC1	-7	-3	-3	0	6	-1	2	-2	-2
CCCC[N+]12CCC(CC1)C(Cc1ccccc1)C2 (stereo unspecified)	/	-4	1	5	1	1	/	1	/
CCCCCCn1c(=O)c(C(=O)Nc2ncccc2C)c(O)c2ccccc21	5	-7	-1	-9	2	12	-3	-6	3
CC(=NCC1CCCO1)c1c(O)n(-c2ccccc2C)c(=O)[nH]c1=O (stereo unspecified)	-2	-1	-2	-2	0	5	4	0	2
COCCO[C@H]1CCC2C3CC=C4C[C@@H](O)CC[C@]4(C)C3CC[C@@]21C (stereo partly specified)	-4	/	/	0	/	-9	1	/	0
Cn1cc(C(=O)OCC(=O)NC2(C#N)CCCC2)c2ccccc21	65*	5	0	-1	/	10	0	/	3
Cc1ccsc1C(=O)C1CCCN(Cc2sc(N(C)C)nc2Cl)C1 (stereo unspecified)	-2	0	1	8	-2	4	3	1	6
O=c1[nH]c2c(c(=O)n1C1CCCCC1)CCC2	-1	-3	-3	0	-5	3	3	3	-1
C=Cn1ccnc1P(=S)(c1ccc(Cl)cc1)c1nccn1C=C	-4	-2	-3	4	8	1	5	-4	2
CCOC(=O)C1C(=O)N(C)C2(C)CC1c1cc(OC)ccc1O2 (stereo unspecified)	-1	-6	-1	0	-6	-5	2	-4	-2
OC1/C(=C/c2ccccc2C(F)(F)F)N2CCC1CC2 (stereo unspecified)	6	-1	3	5	9	2	7	-1	7
Cc1ccc(C(=O)C2CN(C)CC2C(=O)c2ccc(C)cc2)cc1 (stereo unspecified)	7	-7	2	-2	5	2	2	-2	-1
Cc1cccc(-n2c(-c3ccc([N+](=O)[O-])cc3)nc3ccccc3c2=O)c1	4	4	2	2	0	6	-5	3	5
CC(=O)n1cc(C=C2C(=O)NC(=O)NC2=O)c2ccccc21	7	-3	-2	-1	5	1	2	-1	2
COc1cc(CNCCc2ccc3c(c2)OCO3)cc(OC)c1OC	-1	-1	1	-3	1	6	1	-1	6
CNC(=O)OCc1n(C)cc[n+]1C	7	2	-3	-3	5	-5	-5	2	16
Cc1ccc2c(c1)=NC(=O)/C(=C/c1c(O)[nH]c(=O)[nH]c1=O)C=2	3	1	1	-5	7	-2	33*	0	10
Clc1ccc(CNCCc2ccc3c(c2)OCO3)cc1	0	1	1	0	1	7	9	-11	1

Next part (2 carried over from the part before).
mol	PAFAH2 FP inh	PME-1 inh	LYPLA1 inh	PAD4 inh	GSTO1 counter	pPAFAH inh	PAFAH1B2 inh	Fam108B counter	PAFAH1B3 inh
Cc1ccc2c(c1)=NC(=O)/C(=C/c1c(O)[nH]c(=O)[nH]c1=O)C=2	3	1	1	-5	7	-2	33*	0	10
Clc1ccc(CNCCc2ccc3c(c2)OCO3)cc1	0	1	1	0	1	7	9	-11	1
Cn1c(O)c(C(c2ccccn2)c2c(O)n(C)c(=S)[nH]c2=O)c(=O)[nH]c1=S	-1	-9	-1	0	16	2	-2	0	1
O=C(O)CP(=O)(O)c1ccc(Cl)cc1	4	3	6	-9	21	5	3	-4	12
CCCCCCn1c(=O)c(C(=O)Nc2cnccn2)c(O)c2ccccc21	-8	0	-1	-7	3	1	6	0	2
COc1ccc(C=C2C(=O)N(C)C(=O)N(C)C2=O)cc1CSc1ccccn1	-6	-1	5	-4	2	8	-2	-1	-2
CCN(CC)P(=O)(NC(=O)c1cccn1C)N(CC)CC	-7	2	1	1	9	0	-5	-3	1
Cc1ccc(-n2c(C)cc(/C=C3\C(=O)NC(=O)N(C)C3=O)c2C)cc1C	-2	-32	-7	1	9	4	3	0	-3
O=c1[nH]c(=O)n(CCC2=CCCCC2)c(O)c1/C=N/Nc1cccc2ccccc12	19	12	-1	-7	-2	23	13	6	7
Cc1ccnc(NS(=O)(=O)c2ccc(N=Cc3c(O)n(C)c(=O)n(C)c3=O)cc2)n1	0	-6	-1	-1	2	0	5	3	4
C/C(Cl)=C/CC1(CN2CCCC2=O)C(=O)NC(=O)NC1=O	-2	1	-1	-4	5	4	2	-4	1
CN(C(=O)CNC(=O)OCc1ccccc1)c1ccc(Br)cc1C(=O)c1ccccc1Cl	12	3	-3	3	4	8	10	3	4
O=P(Oc1ccccc1)(Oc1ccccc1)C(Nc1ccccc1)c1ccccc1 (stereo unspecified)	3	4	2	-4	1	6	2	-1	-7
COC(=O)C1=C(c2cccc(OC)c2OC)C[C@@H]2CC[C@H]1N2C(=O)NCc1ccc(C(F)(F)F)cc1	0	4	0	-1	-1	6	5	-3	2
O=C(COc1ccccc1)c1cn(Cc2ccccc2)c2ccccc12	-10	-14	-14	1	0	1	5	-7	-3
Cc1ccc(C(=O)n2cc(CCN3CCS(=O)(=O)CC3)c3ccccc32)cc1	-3	3	-2	-2	-3	11	3	-2	0
CC1CCCC(C)N1/N=C/c1c[nH]c2ccc(Br)cc12 (stereo unspecified)	-2	6	-1	-3	0	3	-4	4	9
Nc1ncc([N+](=O)[O-])s1	10	4	1	-6	/	1	-3	/	-1
CNC(=S)N(C)CCc1cc2c(c(OC)c1/C=C1/C(=O)NC(=O)N(C)C1=O)OCO2	10	0	0	1	-7	9	3	-1	1
CN1CCN(C(=O)COc2ccc(C(C)(C)C)cc2Br)CC1	-6	0	-4	0	5	8	6	-2	8
Cc1nn(-c2ccccc2)c2c1CC1(C(=O)N(C)C(=O)N(C)C1=O)C1CCCCN21 (stereo unspecified)	-5	6	-1	0	-1	-4	2	2	2
COc1ccc(Cn2c(O)c(C=Nc3c(C)n(C)n(-c4ccccc4)c3=O)c(=O)[nH]c2=O)cc1	-3	-7	-2	-11	-1	2	2	-3	12
CC(=O)Nc1ccccc1C(=O)OCc1cccc(F)c1	0	4	1	-5	-1	10	1	0	-3
Cc1cccc(N2CCc3c2nc2ccccc2c3N)c1	7&0	12&3	-3&-2	-5&2	10&6	13&9	0&1	8&7	0&-3
CC1CCN(CC(=O)c2ccccc2Cl)CC1	6	-1	-1	-2	6	-4	1	-2	-9
O=C1N[C@H](Cc2ccccc2)C(=O)N2[C@@H]3[C@H](C[C@@H]12)c1ccccc1N3OOSc1ccccc1	-2	7	-2	2	0	0	0	-4	8
O=C(NC(=S)N1C[C@H]2C[C@H](C1)c1cccc(=O)n1C2)c1ccc(Cl)cc1Cl	6	-3	1	4	1	1	1	2	3
CCCNS(=O)(=O)c1ccc(OCC(=O)N2CCN(Cc3ccccc3)CC2)cc1	2	3	4	-1	-1	10	-2	0	4
O=C(N/N=C/c1c(O)n(CCc2ccccc2)c(=O)[nH]c1=O)c1ccccc1	/	1	1	-3	13	1	/	2	/
CC/C(=N\Nc1ccccc1)c1c(O)n(-c2ccc(OC)cc2)c(=O)[nH]c1=O	-1	-2	3	0	13	-7	4	-2	6
COc1cc(C)c(-c2nc(CN3C[C@@H]4C[C@@H](C3)c3cccc(=O)n3C4)c(C)o2)cc1C	3	-3	-3	-4	2	-4	0	0	2
Cc1cccc(C(=O)Nc2ccc3c(c2)CC2(C(=O)N(C)C(=O)N(C)C2=O)C2CCCN32)c1 (stereo unspecified)	0	-11	-3	-2	3	10	1	-4	-3
CCOC(=O)C1SC2(C(F)(F)C(F)F)CC1(O)c1c(c(OC)c3occc3c1OC)O2 (stereo unspecified)	9	2	3	0	-8	4	3	3	4
CN(C)CCN(C(=O)COc1ccc(Cl)cc1)c1nc2cc3c(cc2s1)OCO3	0	3	-2	4	-5	1	-6	1	-2
CN(C)CCc1nn[nH]n1	-1	1	-1	2	-1	2	3	3	6
Cc1ccc(/C=C2/C(=O)NC(=O)N(C)C2=O)cc1	-4	3	7	0	7	0	0	2	6
COc1ccc(SCC2CN(C)CCC2c2ccc(F)cc2)cc1 (stereo unspecified)	-2	-4	2	-1	4	2	6	-3	2
Cc1ncc(CN2CCCC(C(=O)c3sccc3C)C2)s1 (stereo unspecified)	-3	1	8	-2	4	1	-2	-1	8
COC1=CC=C2[C@H]3Cc4ccc(OC)c5c4[C@@]2(CCN3C)C1O5 (stereo partly specified)	-1	/	/	-6	/	4	1	/	6
CC(C)(C)NCC(O)c1cc(Cl)c(N)c(Cl)c1 (stereo unspecified)	-6	1	1	-4	3	-1	6	0	5
O=S1(=O)CC2(N3CCOCC3)CCCCC21 (stereo unspecified)	-7	-4	1	-5	5	1	3	-4	9
Cc1cccc(-n2c(/C=C/c3ccccn3)nc3ccccc3c2=O)c1	4	-2	-4	-6	-11	1	3	4	11
Cn1c(O)c(Cc2cccc(Cl)c2Cl)c(=O)n(C)c1=O	-7	3	0	5	-3	5	8	1	3
COC(=O)c1cccc(N=Cc2c(O)n(Cc3ccc(F)cc3)c(=O)[nH]c2=O)c1	/	-4	0	4	3	1	/	0	/
COC(=O)C1=C(c2ccc(F)cc2OCc2ccccc2)C[C@@H]2CC[C@H]1N2C(=O)NCCCOC(C)C	10	-4	-2	-1	/	-7	7	/	8
